From PubChem
mHTT-CaM PPI inh: disrupts binding of mutant huntingtin to calmodulin. P42858. AlphaScreen His-mHTT/GST-CaM binding, luminescence. inhibition, % at 15 µM. 190,000 compounds, 3.6% hits. AID 1671202;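 further: 0% = both proteins with DMSO and 100% = one protein alone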
Target sequence (P42858 whole entry, looked up, stated change not applied): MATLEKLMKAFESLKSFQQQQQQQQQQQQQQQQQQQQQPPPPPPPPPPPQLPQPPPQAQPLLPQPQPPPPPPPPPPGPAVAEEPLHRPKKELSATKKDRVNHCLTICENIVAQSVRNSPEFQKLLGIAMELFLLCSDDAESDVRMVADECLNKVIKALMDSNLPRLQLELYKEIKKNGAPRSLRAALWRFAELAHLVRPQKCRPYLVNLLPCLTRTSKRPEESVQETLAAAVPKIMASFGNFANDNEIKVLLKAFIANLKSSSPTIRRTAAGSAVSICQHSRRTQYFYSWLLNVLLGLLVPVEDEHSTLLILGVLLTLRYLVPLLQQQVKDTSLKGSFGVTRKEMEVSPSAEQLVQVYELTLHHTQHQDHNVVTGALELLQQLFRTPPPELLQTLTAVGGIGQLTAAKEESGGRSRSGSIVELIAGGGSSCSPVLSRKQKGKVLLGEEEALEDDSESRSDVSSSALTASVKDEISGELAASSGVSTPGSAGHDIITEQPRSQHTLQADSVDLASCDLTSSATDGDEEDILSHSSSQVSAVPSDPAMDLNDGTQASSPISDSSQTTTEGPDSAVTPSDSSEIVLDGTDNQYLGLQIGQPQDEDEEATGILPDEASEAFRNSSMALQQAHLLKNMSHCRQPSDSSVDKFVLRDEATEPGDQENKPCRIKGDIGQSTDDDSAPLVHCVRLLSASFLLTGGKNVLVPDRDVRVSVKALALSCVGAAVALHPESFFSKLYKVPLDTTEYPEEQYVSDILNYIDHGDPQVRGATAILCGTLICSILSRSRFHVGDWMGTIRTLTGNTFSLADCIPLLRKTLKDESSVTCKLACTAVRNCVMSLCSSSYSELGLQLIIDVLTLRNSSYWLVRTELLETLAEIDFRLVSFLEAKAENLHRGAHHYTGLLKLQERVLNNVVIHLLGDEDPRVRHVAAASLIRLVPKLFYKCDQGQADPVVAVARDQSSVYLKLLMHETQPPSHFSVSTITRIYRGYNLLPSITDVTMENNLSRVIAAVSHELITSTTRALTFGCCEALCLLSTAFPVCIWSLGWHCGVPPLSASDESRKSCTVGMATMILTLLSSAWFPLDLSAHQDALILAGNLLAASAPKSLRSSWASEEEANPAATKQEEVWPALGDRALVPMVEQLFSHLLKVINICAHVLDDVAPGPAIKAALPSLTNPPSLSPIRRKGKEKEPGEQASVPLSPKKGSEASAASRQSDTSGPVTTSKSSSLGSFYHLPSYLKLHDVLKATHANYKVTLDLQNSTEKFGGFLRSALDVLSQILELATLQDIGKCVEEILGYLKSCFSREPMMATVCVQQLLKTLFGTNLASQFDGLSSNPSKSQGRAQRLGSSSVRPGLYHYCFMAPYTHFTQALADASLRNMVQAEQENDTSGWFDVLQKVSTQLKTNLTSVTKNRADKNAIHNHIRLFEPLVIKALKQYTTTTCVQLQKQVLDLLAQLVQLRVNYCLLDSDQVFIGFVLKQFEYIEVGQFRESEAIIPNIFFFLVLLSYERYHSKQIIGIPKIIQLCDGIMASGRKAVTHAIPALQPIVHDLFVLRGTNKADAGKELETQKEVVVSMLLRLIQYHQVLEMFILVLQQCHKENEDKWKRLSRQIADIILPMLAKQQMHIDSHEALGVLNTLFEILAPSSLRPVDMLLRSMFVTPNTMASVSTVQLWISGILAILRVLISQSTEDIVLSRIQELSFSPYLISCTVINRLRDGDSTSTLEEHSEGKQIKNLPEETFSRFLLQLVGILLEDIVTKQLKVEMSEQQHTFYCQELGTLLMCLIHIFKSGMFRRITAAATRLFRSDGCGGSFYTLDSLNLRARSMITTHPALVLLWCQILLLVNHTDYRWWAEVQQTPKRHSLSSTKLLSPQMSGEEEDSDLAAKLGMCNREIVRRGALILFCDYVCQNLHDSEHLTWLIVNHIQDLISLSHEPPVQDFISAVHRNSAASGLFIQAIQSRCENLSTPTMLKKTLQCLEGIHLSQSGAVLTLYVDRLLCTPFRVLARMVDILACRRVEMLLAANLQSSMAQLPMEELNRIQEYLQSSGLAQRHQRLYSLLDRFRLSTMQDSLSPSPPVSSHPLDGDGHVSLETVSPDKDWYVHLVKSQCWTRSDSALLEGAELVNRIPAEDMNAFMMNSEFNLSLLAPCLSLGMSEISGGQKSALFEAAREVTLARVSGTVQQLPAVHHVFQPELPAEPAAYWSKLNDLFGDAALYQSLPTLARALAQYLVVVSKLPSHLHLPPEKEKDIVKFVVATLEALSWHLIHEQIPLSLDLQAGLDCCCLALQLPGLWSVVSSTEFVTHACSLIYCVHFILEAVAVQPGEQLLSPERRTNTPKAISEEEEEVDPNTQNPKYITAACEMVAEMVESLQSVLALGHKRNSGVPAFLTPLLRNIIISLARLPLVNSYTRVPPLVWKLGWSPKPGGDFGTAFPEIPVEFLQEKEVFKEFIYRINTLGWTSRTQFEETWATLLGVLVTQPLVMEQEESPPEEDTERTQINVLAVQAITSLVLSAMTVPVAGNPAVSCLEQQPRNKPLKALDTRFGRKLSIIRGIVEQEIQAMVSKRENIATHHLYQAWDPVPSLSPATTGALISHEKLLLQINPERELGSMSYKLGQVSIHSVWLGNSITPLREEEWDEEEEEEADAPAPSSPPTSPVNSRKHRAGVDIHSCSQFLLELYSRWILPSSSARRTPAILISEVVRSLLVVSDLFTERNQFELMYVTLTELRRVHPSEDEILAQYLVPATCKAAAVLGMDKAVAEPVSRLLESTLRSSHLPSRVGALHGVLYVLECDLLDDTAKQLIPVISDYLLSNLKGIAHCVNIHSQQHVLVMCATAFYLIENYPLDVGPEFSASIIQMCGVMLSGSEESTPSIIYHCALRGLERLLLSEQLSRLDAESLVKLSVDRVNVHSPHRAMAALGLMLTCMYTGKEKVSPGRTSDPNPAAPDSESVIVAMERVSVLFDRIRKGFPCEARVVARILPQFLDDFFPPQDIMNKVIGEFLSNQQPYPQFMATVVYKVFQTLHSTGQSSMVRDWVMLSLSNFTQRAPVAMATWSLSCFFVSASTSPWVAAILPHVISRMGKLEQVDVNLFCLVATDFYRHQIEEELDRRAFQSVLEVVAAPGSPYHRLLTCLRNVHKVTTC
Pf apPOL block: Pf-apPOL DNA polymerase inhibition; Recombinant Pf-apPOL, molecular beacon fluorescence, 1.5 h; inhibition, % at 10 µM; 210,000 compounds, 0.25% hits; AID 1794808
An asterisk follows results filed as active; i = inactive; x = no result given; & = joins results of further samples. No stated cut-off is given here; in the data, active means inhibition above about 50%; inactive means the rest. Compounds as they come; 3.5% or so of the library scored in one or more.

SMILES	mHTT-CaM PPI inh	Pf apPOL block
COc1ccc(C(=O)NCCc2c[nH]c3ccccc23)cc1	2	-6
COc1ccc(C2SCCN2C(=O)c2ccccc2C(=O)O)cc1Br (centres undefined)	5	0
COC(=O)CC1C(=O)NC(C)=C1C(=O)OC (centres undefined)	x	-5&12
Cc1ccc(NC(=O)c2coc(=O)c3ccccc23)c(Cl)c1	6	-3
Nc1c(NC2CCCCC2)c2ccccc2oc1=O	6	1
COc1cc(NC(=O)CSc2ccccc2)c(OC)cc1Cl	-1	-4
O=C(Nc1nn[nH]n1)c1cccc([N+](=O)[O-])c1	9	1
COc1ncccc1CNC(=O)CCc1ccccc1	-7	0
COc1cc(C(c2c(C)[nH][nH]c2=O)c2c(C)[nH][nH]c2=O)cc(OC)c1OC	1	3
O=C(NCc1ccccc1)c1ccc(NC(=O)C2CCC2)cc1N1CCOCC1	-6	4
COc1ccc(NC(=O)c2cccs2)cc1Cl	-13	2
O=C(Nc1c2c(nn1-c1ccc(Cl)cc1)CSC2)c1ccc(Cl)c([N+](=O)[O-])c1	6	-4
Cc1oc2ccn(Cc3cccc(F)c3)c(=O)c2c1C(=O)N1CCOCC1	0	-3
COc1ccc(NC(=O)Nc2ccc(OC)c(OC3CCCC3)c2)cc1OC1CCCC1	x	-4
COc1cc(-c2c(C#N)c(N)nc(SC)c2C#N)cc(OC)c1OC	-2	0
COc1cccc(C(=O)COC(=O)c2cc3ccccc3oc2=O)c1	-1	-6
COc1ccc(NC(=O)c2noc3c2CCCCC3)cc1OC	4	0
COC(=O)c1sc(N2CCCC2)c(S(=O)(=O)C(C)C)c1N	x	3
CSc1nc2c(c(=O)n1-c1ccc(Br)cc1)SCC2	5	2
O=C(Nc1ccc(S(=O)(=O)N2CCOCC2)cc1)c1ccc(Cl)cc1[N+](=O)[O-]	5	0
CC(C(=O)N1CCCCC1)C1CCN(S(=O)(=O)c2cccs2)CC1 (centres undefined)	-2	-4
Cc1nnc(SCc2ccc([N+](=O)[O-])cc2)[nH]c1=O	0	6
CCN1CCN(C2CCN(C(=O)c3ccccc3)CC2)C1=O	-11	-5
O=C(c1cnccn1)N1CCCCC1c1nncn1CC1CC1 (centres undefined)	-2	0
COc1ccc(CN2CCN(Cc3cc(OC)c(OC)c(OC)c3)CC2)cc1OC	-10	3
COc1cc(C=CC2=NNC(=O)CC2)cc(OC)c1OC	x	-12
COc1ccccc1C(=O)N1CCCC1c1ccc(Cl)cc1 (centres undefined)	-5	-2
Nc1ccc(-c2ccc(N)cc2S(=O)(=O)O)c(S(=O)(=O)O)c1	-1	4
Cc1cccc(NC(=O)c2ccc([N+](=O)[O-])cc2Cl)c1	16	-2
COC(=O)C(C#N)=CNc1ccsn1	12	x
COc1ccc(C(=O)/C=C(\C)Nc2ccccc2F)cc1	1	-12
CCCCOc1cc(OCCCC)c2c(C)c(CCC)c(=O)oc2c1	-2	0
C=CCSc1nnc2c(n1)OC(c1cc(OC)ccc1OC)N(C(C)=O)c1ccccc1-2 (centres undefined)	15	-63
COc1ccc(C2CCCN2C(=O)c2cc(-c3cccs3)on2)cc1 (centres undefined)	-10	2
CCC(C)(C)NC(=O)c1ccc(-c2cccc(F)c2)nc1	-15	0
O=C(O)c1n[nH]c([N+](=O)[O-])c1Br	4	x
Nc1cc(C2CCN(C(=O)c3nccc4ccccc34)CC2)no1	0	-2
Cc1ccc(CNC(=O)Cc2cn(C)c3ncccc23)cc1	-15	2
CC(=O)Oc1ccc2c(=O)c(-c3ccc4c(c3)OCCCO4)c(C)oc2c1	20	2
O=C(Nc1ccc2nn(-c3ccc(Cl)cc3)nc2c1)c1cccs1	-6	-1
CCC(C)NC(=O)c1cn2ccc(C)cc2n1 (centres undefined)	-6	1
Cc1cccc(C(=O)N2CCC3(CC2)NC(=O)N(Cc2ccc(Cl)cc2)C3=O)c1	6	-6
CC(C)Cn1c(=O)c(N2CCN(C(=O)c3ccccc3)CC2)nc2ccccc21	-8	-4
C=C1COC(=O)N1Cc1ccccc1Cl	x	3
COc1cccc2cc(-c3nc(-c4ccc(Br)cc4)cs3)c(=O)oc12	-3	-3
N#Cc1ccc(C(=O)N2CCN(c3nc(CN4CCOCC4)cs3)CC2)cc1	6	-1
COc1ccc(S(=O)(=O)NCCNc2cc(-n3ccnc3C)nc(C)n2)c(C)c1C	-1	-6
Cc1ccc(N2CC(C(=O)NC(C)C)CC2=O)cc1Cl (centres undefined)	2	0

Fetched by compound from the entries so far:
SMILES	mHTT-CaM PPI inh	Pf apPOL block
CC(C)Cn1c(=O)c(N2CCN(C(=O)c3ccccc3)CC2)nc2ccccc21	-8	-4
O=C(Nc1ccc2nn(-c3ccc(Cl)cc3)nc2c1)c1cccs1	-6	-1

Copied from the listing (15 entries):
SMILES	mHTT-CaM PPI inh	Pf apPOL block
COc1ccc(C2CCCN2C(=O)c2cc(-c3cccs3)on2)cc1 (centres undefined)	-10	2
CCC(C)(C)NC(=O)c1ccc(-c2cccc(F)c2)nc1	-15	0
O=C(O)c1n[nH]c([N+](=O)[O-])c1Br	4	x
Nc1cc(C2CCN(C(=O)c3nccc4ccccc34)CC2)no1	0	-2
Cc1ccc(CNC(=O)Cc2cn(C)c3ncccc23)cc1	-15	2
CC(=O)Oc1ccc2c(=O)c(-c3ccc4c(c3)OCCCO4)c(C)oc2c1	20	2
O=C(Nc1ccc2nn(-c3ccc(Cl)cc3)nc2c1)c1cccs1	-6	-1
CCC(C)NC(=O)c1cn2ccc(C)cc2n1 (centres undefined)	-6	1
Cc1cccc(C(=O)N2CCC3(CC2)NC(=O)N(Cc2ccc(Cl)cc2)C3=O)c1	6	-6
CC(C)Cn1c(=O)c(N2CCN(C(=O)c3ccccc3)CC2)nc2ccccc21	-8	-4
C=C1COC(=O)N1Cc1ccccc1Cl	x	3
COc1cccc2cc(-c3nc(-c4ccc(Br)cc4)cs3)c(=O)oc12	-3	-3
N#Cc1ccc(C(=O)N2CCN(c3nc(CN4CCOCC4)cs3)CC2)cc1	6	-1
COc1ccc(S(=O)(=O)NCCNc2cc(-n3ccnc3C)nc(C)n2)c(C)c1C	-1	-6
Cc1ccc(N2CC(C(=O)NC(C)C)CC2=O)cc1Cl (centres undefined)	2	0

(listing goes on)
SMILES	mHTT-CaM PPI inh	Pf apPOL block
Cc1cc(C2CCCN2Cc2cn(C(C)C)c3ccccc23)no1 (centres undefined)	30	-3
Cc1ccc(C(=O)CSc2n[nH]c(-c3ccco3)n2)cc1C	6	1
Cc1ccccc1N1C(N)=C(C#N)C(c2ccsc2)C2=C1CC(C)(C)CC2=O (centres undefined)	-1	-2
Cc1noc(C)c1CC(=O)N1CCC(c2nc(C3CC3)n[nH]2)CC1	-2	-4
c1coc(C2OCC3(CO2)COC(c2ccco2)OC3)c1 (centres undefined)	-2&7	-4
Cc1ccc(C(=O)NCc2ccc(N3CCCCC3)nc2)cc1F	6	3
COc1cccc(-c2c(C#N)c(N)n3c(nc4ccccc43)c2C#N)c1	-2	-1
Cn1c(/C=C/c2cccc([N+](=O)[O-])c2)nc2ccccc2c1=O	-3	-4
O=C1C(=Nc2ccc3ccccc3c2)c2ccccc2N1CN1CCN(c2ccccc2)CC1	11	x
CCCCN1C(=O)C2(CCOCC2)Nc2ccccc21	18	-6
Cc1cc(C(=O)N(CCC#N)Cc2cccs2)no1	x	-13
CC1CCCN(S(=O)(=O)c2ccc(C(=O)Nc3nnc(-c4cccs4)o3)cc2)C1 (centres undefined)	9	-4
Cc1ccccc1NC(=O)Nc1ccc2c(c1)CCN2S(C)(=O)=O	7	-3
CCC1CCC2(CC1)C(C#N)=C(N)OC1=C2C(=O)CC(C)(C)C1 (centres undefined)	0	x
CCOc1ccc(N2CN=c3s/c(=C\c4ccc(OC)c(OC)c4)c(=O)n3C2)cc1	1	-6
CCC(C)NC(=O)c1cc2cc(Br)cc(OC)c2oc1=O (centres undefined)	-2	-8
CC(=O)OCC(=O)N1CCc2ccccc2C1c1ccccc1Cl (centres undefined)	6	-6
Cc1cc(C)nc(NS(=O)(=O)c2ccc(NC(=O)Cn3cnc4ccccc4c3=O)cc2)n1	3	-8
Cc1cc(N2C=C(C#N)S(=O)(=O)c3ccc(F)cc32)ccc1Br	-9&-2	-1&-5
O=S1(=O)C=C(Nc2ccccc2)CC1	0	10
CCCN(CCC)C(=S)NC1CC2C=CC1C2 (centres undefined)	x	-7&-7
Cc1ccc(C2=NN(C(=O)CN3CCCCC3)C(c3cccn3C)C2)cc1C (centres undefined)	91*	-2
COc1ccc(NC(=O)c2ccc(OC)c([N+](=O)[O-])c2)c(OC)c1	-1	3
CCOc1ccc(NC(=O)N2CCCC2c2cc(C(C)C)no2)cc1 (centres undefined)	-8	0
C=CCn1cnc2c1c(=O)n(Cc1ccccc1)c(=O)n2-c1ccc(F)cc1	5	0
O=[N+]([O-])c1ccc(Cl)c(N=Cc2nc(-c3ccc(Cl)cc3)oc2O)c1	5	0
COc1cccc2cc(C(=O)Nc3ccccc3F)c(=O)oc12	-1	-4
O=C1C2C3CCC(C3)C2C(=O)N1c1cc(Cl)ccc1Cl (centres undefined)	-4	2
CC(C)c1ccc(NC(=O)c2cn(C)c(=O)c3c2c2ccccc2n3C)cc1	-1	-6
CCC(=O)NCc1nc2c(n1C)CN(C(=O)c1ccc(C)s1)CC2	2	-4
COc1ccc(/C=C2/N=C(c3ccc([N+](=O)[O-])cc3)OC2=O)cc1OC	-2	3
COc1cccc(-c2cc(C3CCN(S(=O)(=O)c4cccc(C)c4)CC3)[nH]n2)c1	9	-6
O=C(CSc1nc2ccc([N+](=O)[O-])cc2s1)N1CCOCC1	1	-11
O=C(CCc1ccccc1)N1CCC(n2nnc3cc(F)ccc3c2=O)CC1	25	-3
CC(C)NC(=O)c1cc2sc(Cl)cc2n1C	5	-5
Brc1ccc(CN2CCSCC2)cc1	2	-5
Cc1ccccc1OCCOCCN1CCCC1	7	4
O=C1Nc2cc(Cl)c(Cl)cc2N(O)N1c1ccccc1C(F)(F)F	4	-3
CC1CN(c2nc(-c3ccc([N+](=O)[O-])cc3)cs2)CC(C)O1 (centres undefined)	4	-7
COc1ccc(OC)c(CNC(=O)c2cc3cc4ccc(OC)cc4nc3o2)c1	3	0
COc1ccc(-c2nn3c(C)cc(C)nc3c2Br)cc1	-5	-2
CCOC(=O)c1ccc(NC(=O)CC2COc3ccccc3NC2=O)cc1 (centres undefined)	-4	-4
O=C(Nc1cccs1)N1CCN(c2ccc(-c3ccco3)nn2)CC1	52*	64*
O=C(NCC1CCN(C(=O)Oc2ccccc2)CC1)C(=O)NCC(F)(F)F	-6	-6
Cc1ccccc1CS(=O)(=O)CCC(=O)NCCCN1CCC(C)CC1	-9	-14
N#Cc1c(N=c2oc3ccccc3cc2C(N)=O)sc2c1CCCC2	5	-18
CN1C(=O)CCC2(CN(C)S(=O)(=O)c3cccs3)CCCC12 (centres undefined)	-14	-4
CCOc1cc(C(=O)O/N=C(\N)c2ccccn2)cc(OCC)c1OCC	i	7
COc1ccc(S(=O)(=O)N2CCSC2c2ccc([N+](=O)[O-])cc2)cc1 (centres undefined)	14	4
Cc1ccc(N2CCn3c2nnc(C(=O)NCc2cccs2)c3=O)cc1	-13	0
O=C(Nc1cccc(Cl)c1)c1ccc(F)c(S(=O)(=O)NCc2cccs2)c1	8	-6
COc1cccc(C2=NOC(C(=O)NCCCn3ccnc3)C2)c1 (centres undefined)	-2	-3
CC(=O)N(C)C1(C(=O)NC2CCCCC2)CCCCC1	4	0
Cc1ccc(C(=O)Nc2c3c(nn2-c2ccccc2)CSC3)cc1	33	-5
O=C(NCCCN1CCCCCC1)c1ccc2c(c1)NC(=O)C1CCCCN21 (centres undefined)	22	-2
CC(C(=O)NCc1ccncc1)N1CCN(c2cccc(Cl)c2)CC1 (centres undefined)	9	-5
N#CC1=C(SCC(=O)NCc2ccccc2)NC(=O)CC1c1cccc([N+](=O)[O-])c1 (centres undefined)	-10	-11
CCOc1cc(/C=C2\SC(=N)NC2=O)ccc1OCc1ccccc1	20	-5
CN(c1nc(-c2ccccc2)cs1)C1CCS(=O)(=O)C1 (centres undefined)	-3	x
C=CCCCCCC(NC(C)=O)C(=O)O (centres undefined)	1	5

(next part)
SMILES	mHTT-CaM PPI inh	Pf apPOL block
Cn1cc(-c2ccncc2)cc1C(=O)NCC1CCCO1 (centres undefined)	-3	-1
COc1ccc(C2SCCN2S(=O)(=O)c2cccc(C)c2)cc1Br (centres undefined)	-45	-14
COc1ccc(OC)c(NC(=O)NCCC2CCN(C(=O)NC3CCCCC3)CC2)c1	5	8
COc1ccc(C2=N/C(=C\c3ccccc3)C(=O)O2)cc1[N+](=O)[O-]	1	3
Cc1ccc(CN2CCCN(c3cccc(NC(=O)C4CCC4)c3)C2=O)cc1	-6	0
CCOC(=O)c1cccc(NC(=O)C2CCCN(C(=O)c3ccccc3F)C2)c1 (centres undefined)	32	-10
Cc1ccnc(N2CCC(C(=O)NC3CCCc4ccccc43)CC2)n1 (centres undefined)	-14	-2
Nc1c(C(=O)Nc2ccccc2)nnn1-c1cccc(C(F)(F)F)c1	-6	-2
CCOc1ccc(NC(=O)c2cccc(-n3cnnn3)c2)cc1	-5	-9
Nc1c(C(=O)N2CCc3ccccc3C2)nnn1-c1cccc(C(F)(F)F)c1	-1	-1
COc1ccc(OC)c(C(=O)c2ccc(C(=O)Nc3ccccc3)cc2)c1	3	-2
O=C(O)c1sc2cccc(Cl)c2c1Cl	-2	4
Cc1ccc(C(=O)N2CCC(n3cnnc3-c3ccccc3)C2)cn1 (centres undefined)	-2	0
Cn1c(=O)[nH]c2c(nc(-c3ccccc3)n2C)c1=O	2	8
Cc1ccc(NC(=O)N2CCCC(OCc3ccccc3C)C2)cc1 (centres undefined)	-7	0
CS(=O)(=O)N(CC(=O)N1CCC(Cc2ccccc2)CC1)c1ccccc1F	14	-1
COc1ccc(CCC(=O)NCC2(c3cccs3)CCCC2)cc1	-11	1
CC(=O)N1CCc2cc(Br)cc(S(=O)(=O)CCC(=O)NC3CCCC3)c21	-4	4
